# Compound activity: PubChem, several laboratories
# GPR35 arrestin U2OS: GPR35 antagonists blocking zaprinast-driven arrestin recruitment, primary screen, imaging, U2OS, beta-arrestin-GFP, zaprinast agonist (AID 2058); inhibition, % at 10 µM; hits with a dose series show IC50 in µM; U2OS GPR35 beta-arrestin-GFP translocation imaging, zaprinast antagonism; higher % means a stronger effect; 0.052% of 290,000 active;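 active means inhibition of at least 50% with at least 30 cells and total cytoplasm GFP at most 10,000,000; inconclusive means under 30 cells or total GFP of 10,000,000 plus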
# KOR beta-arrestin-1: KOR antagonists, beta-arrestin recruitment, cell-based, luminescence, uHTS (AID 1778); KOR beta-arrestin recruitment, luminescence, antagonist mode; higher % means a stronger effect; inhibition, % at 10 µM, or IC50 in µM where a hit was titrated; 0.091% of 290,000 active; Kappa-type opioid receptor (Homo sapiens); in the data active means inhibition above about 50%; further: strong numbers were not always called active
# GPR55 beta-arrestin: GPR55 agonists via beta-arrestin recruitment, primary screen, imaging, U2OS cells, beta-arrestin-GFP redistribution (AID 1961) | U2OS GPR55 beta-arrestin-GFP redistribution imaging; higher % means a stronger effect | activation, % at 10 µM, or EC50 in µM where a hit was titrated | G-protein coupled receptor 55 (Homo sapiens) | 0.048% of 290,000 active;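 active means activation above 40% with more than 50 cells counted in the well; inconclusive means wells holding fewer than 50 cells, flagged as toxic or sparse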;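 further: U2OS osteosarcoma cells stably expressing GPR55 and beta-arrestin-GFP; plate controls were DMSO negative control for no effect and LPI positive control for full effect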
# NS5 inhibitors: Dengue-2 NS5 methyltransferase inhibitors, primary screen, biochemical, confirmation dose response (AID 588689). 0.3% of 340,000 active. Dengue-2 NS5 methyltransferase capping enzyme assay, biochemical; higher % means a stronger effect. inhibition, % at 25 µM; hits with a dose series show IC50 in µM; in the data active means a potency from the dose series; inconclusive means inhibition above about 29% without an active follow-up result
# HIV peptide binding: inhibitors of HIV fusion peptide binding, primary screen, biochemical, uHTS, fluorescence dequenching (AID 1986); inhibition, % at 20 µM, or IC50 in µM where a hit was titrated; 0.3% of 290,000 active; cell-free peptide binding, fluorescence dequenching, 30 min; higher % means a stronger effect; in the data active means inhibition mostly above about 52%, no sharp cut-off; inactive means mostly below about 76%; further: some results filed as inactive read as strong as hits
# GPR55 antagonists: GPR55 antagonists blocking LPI-driven arrestin recruitment, primary screen, imaging, U2OS, beta-arrestin-GFP, LPI agonist (AID 2013); G-protein coupled receptor 55 (Homo sapiens); U2OS GPR55 beta-arrestin-GFP translocation imaging, LPI antagonism; higher % means a stronger effect; inhibition, % at 10 µM; hits with a dose series show IC50 in µM; 0.13% of 290,000 active;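 active means spots per cell inhibited over 60%, with over 100 cells counted and total cytoplasm intensity under 500,000; inconclusive means wells with under 100 cells, flagged as likely toxic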;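 further: U2OS cells stably carrying GPR55 and arrestin-GFP stimulated by 5 µM LPI near EC80; imaged beta-arrestin-GFP aggregate spots per cell after agonist stimulation; plate controls were LPI-stimulated DMSO wells for no effect and DMSO wells without LPI for full effect; some results filed as inactive read as strong as hits; confirmed hits need IC50 under 10 µM and bright autofluorescent wells are also inconclusive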
# KOR beta-arrestin-2: KOR agonists, beta-arrestin recruitment, primary screen, cell-based, luminescence, uHTS (AID 1777) | 0.02% of 280,000 active | KOR beta-arrestin recruitment, luminescence; higher % means a stronger effect | one-dose activation, % at 10 µM; EC50 in µM for titrated hits; in the data active means activation above about 50%, passing the limit was not always enough; further: a part of the inactive calls stands beside numbers as strong as those of hits
# West Nile antiviral: West Nile virus antiviral activity, cell-based, CPE readout (AID 1621) | West Nile virus-infected cells, CPE inhibition; higher % means a stronger effect | 0.02% of 290,000 active | one-dose CPE inhibition, % at 10 µM; IC50 in µM for titrated hits; in the data active means a potency from the dose series; inconclusive means CPE inhibition mostly from about 3.7% at the one dose, without a potency; inactive means the rest, 99 in 100 with CPE inhibition below about 2.2%; further: strong numbers were not always called active
# NOD1 NF-kB reporter: NOD1 signaling inhibitors, primary screen, cell-based, luminescence, uHTS (AID 1578); inhibition, % at 4 µM; hits with a dose series show EC50 in µM; 1% of 290,000 active; NOD1-driven NF-kB luciferase reporter cells, luminescence; higher % means a stronger effect; in the data active means inhibition mostly above about 36%, no sharp cut-off; inactive means mostly below about 34%;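 further: HEK-293T reporter cells stimulated with the NOD1 agonist gamma-tri-DAP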
# Numbers without * were called inactive; u = inconclusive; x = no result given; [ ] = remark or other dose. Only part of the results is shown; the hit share may differ from the screen's.
SMILES	KOR beta-arrestin-1	West Nile antiviral	NS5 inhibitors	NOD1 NF-kB reporter	KOR beta-arrestin-2	GPR35 arrestin U2OS	GPR55 beta-arrestin	HIV peptide binding	GPR55 antagonists
O=S(Cc1ccc(Cl)cc1)c1ncc(CO)n1Cc1ccccc1 (centres undefined)	-4%	-0.6%	-3%	-30%	-1.0%	-2%	0.0%	0.6%	4%
Cn1nc(C(F)(F)F)c(-c2ccc(Br)cc2)c1NC(=O)C1CCC1C(=O)O (centres undefined)	9%	1.0%	x	-11%	-0.4%	11%	0.0%	1.6%	-3%
CN(C)/C=C1\N=C(c2cccs2)OC1=O	-6%	0.7%	1%	-23%	-7.7%	6%	0.2%	1.5%	-2%
CC(=O)N(Cc1ccc(Br)cc1)c1ccccc1C(=O)O	-12%	0.2%	-6%	-13%	5.9%	2%	0.5%	1.2%	-3%
CC1CC(C)(C)NC(=S)N1CC(=O)NCc1ccc(Cl)cc1 (centres undefined)	16%	-1.1%	0%	-18%	4.0%	6%	0.2%	-2.6%	3%
CSc1ccc(Cl)c(C(=O)N2CCOc3ccccc32)c1	10%	-1.0%	x	-8%	-1.7%	-6%	-0.1%	0.4%	-1%
CCCCN(CC)CCNC(=O)CNC(=O)Cn1ccc2ccccc2c1=O	11%	0.0%	-10%	-25%	-1.4%	9%	0.5%	-0.4%	6%
O=C(Nc1ccccc1F)Nc1ccc([N+](=O)[O-])cc1Cl	-7%	-1.8%	-12%	12%	-3.9%	5%	-0.3%	0.8%	6%
COc1cccc(C(=O)NCc2nnc(SCC(=O)Nc3nccs3)n2-c2ccccc2)c1	0%	0.0%	0%	-4%	5.7%	-15%	0.0%	3.2%	-2%
O=C(NNS(=O)(=O)c1ccccc1)C(O)(c1ccccc1)c1ccccc1	-17%	0.3%	0%	-10%	-2.3%	-3%	-0.1%	-2.5%	9%
COCCCn1c(=O)c2sccc2n2c(CCCC(=O)NCc3ccc(OC)cc3)nnc12	-9%	1.5%	-4%	-33%	-6.3%	-11%	-0.1%	-1.6%	2%
CCOC(=O)c1c[nH]c2c(C(=O)c3ccccc3)cc(Cl)cc2c1=O	14%	0.5%	0%	-9%	-3.0%	2%	0.3%	0.5%	6%
Cc1c(NC(=O)c2cc(-c3ccc(Cl)s3)nc3ccccc23)c(=O)n(-c2ccccc2)n1C	-34%	3.0%	-8%	21%	0.3%	-12%	-0.2%	0.5%	-1%
Cc1ccc(OCC(=O)N(Cc2cccs2)C2CCS(=O)(=O)C2)cc1 (centres undefined)	-2%	-0.8%	-9%	0%	7.3%	1%	-0.3%	-1.0%	0%
COc1cc(C(=S)N(C)C)ccc1O	30%	0.6%	-7%	-15%	-3.3%	11%	0.2%	-2.2%	6%
Cc1ccc(/C=N/NC(=O)c2nnn(-c3nonc3N)c2CN(C)C2CCCCC2)cc1	0%	0.1%	-4%	-11%	5.0%	-16%	0.3%	1.8%	21%
O=C(Nc1cccc(F)c1)C1CCCN(S(=O)(=O)c2cnc[nH]2)C1 (centres undefined)	-8%	-0.2%	0%	-20%	-3.3%	2%	-0.1%	-0.4%	13%
Cc1cccc(-c2nc(S(=O)(=O)c3ccc(F)cc3)c(NCCCN3CCOCC3)o2)c1	8%	0.6%	-1%	-16%	5.1%	5%	-0.1%	-0.4%	12%
Cc1cc(C(=O)NCc2cc(C(=O)O)oc2C)c(C)o1	19%	0.7%	-5%	-17%	-4.3%	-11%	-0.1%	3.2%	8%
CC(C)NC(=O)COC(=O)c1ccc(Oc2ccccc2)cc1	19%	0.3%	2%	-14%	-5.2%	4%	0.2%	-0.9%	8%
COc1cc(C(=O)N2CCC3(CC2)NCCc2[nH]cnc23)cc(OC)c1OC	9%	0.6%	-2%	-9%	-1.2%	9%	-0.2%	-0.9%	5%
O=C(NC1(C(F)(F)F)N=C(c2ccccc2)NC1=O)c1ccc(Cl)cc1Cl (centres undefined)	23%	-0.3%	0%	-13%	41%	-12%	0.3%	-2.5%	6%
COc1cc(-c2[nH]ncc2CN2CCc3sccc3C2)cc(OC)c1OC	-19%[20 µM]	0.0%	3%	-25%	x	4%	-0.1%	1.1%	11%
CCCCNC(=S)Nc1ccc(F)cc1	18%	-0.4%	-4%	-10%	-3.2%	1%	0.1%	0.9%	12%
COc1ccc(C(=O)CC(=O)C(=O)Nc2ccccc2C(F)(F)F)cc1	5%	-1.3%	-7%	-4%	-2.2%	-5%	0.0%	-0.2%	5%

# The closing six entries of the section before open the next one:
SMILES	KOR beta-arrestin-1	West Nile antiviral	NS5 inhibitors	NOD1 NF-kB reporter	KOR beta-arrestin-2	GPR35 arrestin U2OS	GPR55 beta-arrestin	HIV peptide binding	GPR55 antagonists
CC(C)NC(=O)COC(=O)c1ccc(Oc2ccccc2)cc1	19%	0.3%	2%	-14%	-5.2%	4%	0.2%	-0.9%	8%
COc1cc(C(=O)N2CCC3(CC2)NCCc2[nH]cnc23)cc(OC)c1OC	9%	0.6%	-2%	-9%	-1.2%	9%	-0.2%	-0.9%	5%
O=C(NC1(C(F)(F)F)N=C(c2ccccc2)NC1=O)c1ccc(Cl)cc1Cl (centres undefined)	23%	-0.3%	0%	-13%	41%	-12%	0.3%	-2.5%	6%
COc1cc(-c2[nH]ncc2CN2CCc3sccc3C2)cc(OC)c1OC	-19%[20 µM]	0.0%	3%	-25%	x	4%	-0.1%	1.1%	11%
CCCCNC(=S)Nc1ccc(F)cc1	18%	-0.4%	-4%	-10%	-3.2%	1%	0.1%	0.9%	12%
COc1ccc(C(=O)CC(=O)C(=O)Nc2ccccc2C(F)(F)F)cc1	5%	-1.3%	-7%	-4%	-2.2%	-5%	0.0%	-0.2%	5%
Cc1ccc(CNC(=O)CSc2nc3n[nH]c(C)c3c(=N)n2-c2cccc(C)c2)cc1	-26%	-0.4%	-4%	-1%	5.5%	12%	-0.1%	-1.4%	14%
COc1ccc(Br)cc1CNC(=O)CCc1nc(-c2ccc(C)cc2)no1	25%	-0.4%	-3%	-19%	2.7%	2%	0.2%	1.3%	-9%
COc1cccc(NC(=O)C2CCCN2S(=O)(=O)c2ccc3c(c2)n(C)c(=O)c(=O)n3C)c1 (centres undefined)	-20%	1.2%	-6%	-35%	-4.9%	10%	0.6%	-0.8%	7%
O=C(N/N=C1\CCCc2ccccc21)c1ccccc1[N+](=O)[O-]	16%	-0.4%	-2%	-19%	20%	2%	-0.4%	-0.9%	-3%
O=C(C1CCN(S(=O)(=O)c2cnc[nH]2)CC1)N1CCN(c2ncccn2)CC1	0%	0.3%	-1%	x	-1.0%	3%	-0.1%	-1.2%	6%
Cc1cccc(-n2ccc(=O)c(C(=O)O)n2)c1	-20%	0.3%	-3%	-7%	-3.3%	16%	0.0%	-3.1%	-5%
COc1ccc2[nH]c(=O)c(CN(Cc3ccccc3OC)Cc3nnnn3CC3CCCO3)cc2c1 (centres undefined)	-29%	-0.7%	-1%	-20%	1.7%	5%	-1.0%	1.1%	2%
Cc1ccccc1-n1c(=O)n(Cc2ccco2)c(=O)c2[nH]cnc21	-4%	-0.6%	5%	2%	-0.5%	8%	-0.1%	2.9%	-6%
CCOc1ccc(/C=N/Nc2ccccn2)cc1OC	25%	0.1%	-9%	-49%	-4.5%	10%	0.2%	-1.9%	2%
Cc1ccnc(NC(=O)CN(C)S(=O)(=O)c2cccc3nsnc23)c1	-3%	-0.1%	-7%	4%	-1.5%	9%	0.0%	1.8%	8%
CSc1cccc(CN2CCCC(CNC(=O)c3ccc(F)cc3)C2)c1 (centres undefined)	-7%	-0.9%	4%	-14%	-5.5%	-5%	-0.2%	1.5%	0%
COc1ccc(NC(=O)COC(=O)c2ccco2)c([N+](=O)[O-])c1	1%	-0.1%	1%	-24%	0.5%	10%	0.2%	1.4%	1%
Cc1cc(C)c2cc(C#N)c(SCC(=O)Nc3cc(C)on3)nc2c1	-18%	-0.6%	-4%	6%	-4.1%	2%	-0.2%	2.7%	0%
CCOC(=O)c1ccc(Oc2nc(N(C)C)nc(N(C)C)n2)cc1	-25%	0.3%	-6%	8%	-2.4%	4%	0.0%	-2.2%	10%
Cc1ccc(NC(=O)Cn2cncc2-c2ccc([N+](=O)[O-])cc2)cc1C	-5%	x	-7%	33%	0.1%	11%	0.3%	-3.5%	7%
CC(C)C(=O)NC(=S)Nc1ccc(S(=O)(=O)N2CCN(C)CC2)cc1	-36%	0.6%	1%	-23%	6.4%	8%	-0.3%	0.2%	10%
CCCc1cc(C(=O)Nc2cccnc2)no1	-2%	-0.1%	-4%	-10%	-4.3%	4%	-0.2%	-2.2%	20%
Cc1nn(-c2ccccc2)nc1C(=O)Nc1nnc(C(F)(F)F)s1	-31%	-1.1%	-6%	54%*	2.4%	9%	-0.2%	7.4%	8%
Cc1ccc(S(=O)(=O)Nc2c(C(=O)O)[nH]c3ccccc23)c(C)c1	-4%	0.6%	2%	-4%	1.7%	5%	0.2%	19%	-16%
COc1ccc(C(CC(=O)c2ccccc2)S(=O)(=O)c2ccccc2)cc1 (centres undefined)	1%	0.0%	-4%	-21%	-0.2%	6%	-0.2%	-3.6%	10%
CCCCC1C(C#N)=C(C)NC2=C1C(=O)CC(C)(C)C2 (centres undefined)	-18%	-0.5%	-9%	2%	-3.0%	-2%	0.0%	1.2%	7%
O=C(/C=C/c1ccccc1)N/C(=C/c1ccccc1)C(=O)NCCCO	17%	-0.5%	1%	-20%	-0.8%	-9%	0.1%	0.3%	-1%
COc1ccc(-c2oc3ccccc3c(=O)c2OC(=O)c2ccc(C)cc2)cc1	-16%	0.5%	-9%	52%	0.2%	-2%	0.4%	-1.8%	1%
Cc1ccc(OC(=O)c2cccc([N+](=O)[O-])c2)c(-n2nc3ccccc3n2)c1	13%	-0.3%	3%	-50%	8.9%	4%	-0.2%	-0.3%	0%
CCN(CC)S(=O)(=O)c1ccc(N2CCCC2)c(C(=O)OCC(=O)Nc2cc(C)on2)c1	30%	u	4%	-4%	-0.8%	5%	0.8%	-1.6%	-4%
Cc1ccn2c(CNCCn3cccn3)c(C(=O)N3CCCCCC3)nc2c1	4%	-1.0%	-2%	18%	0.9%	4%	-0.3%	-0.6%	-7%
